NR2E3 ag-1 = agonists of human NR2E3 nuclear receptor; CHO-S Gal4-NCOR/VP16-NR2E3 two-hybrid, luciferase; AID 602229; 360,000 compounds, 0.35% hits; Q9Y5X4; inhibition of corepressor binding, % at 3.98 µM;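 active = inhibition above the mean of all tested compounds plus 3 SD, cut at about 70% in these data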;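 note: 0% = DMSO with NR2E3 transfected cells and 100% = cells lacking NR2E3 construct; higher means lower luciferase signal from less NR2E3 corepressor binding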
Target sequence (Q9Y5X4 whole entry, looked up, the tested form may be a part): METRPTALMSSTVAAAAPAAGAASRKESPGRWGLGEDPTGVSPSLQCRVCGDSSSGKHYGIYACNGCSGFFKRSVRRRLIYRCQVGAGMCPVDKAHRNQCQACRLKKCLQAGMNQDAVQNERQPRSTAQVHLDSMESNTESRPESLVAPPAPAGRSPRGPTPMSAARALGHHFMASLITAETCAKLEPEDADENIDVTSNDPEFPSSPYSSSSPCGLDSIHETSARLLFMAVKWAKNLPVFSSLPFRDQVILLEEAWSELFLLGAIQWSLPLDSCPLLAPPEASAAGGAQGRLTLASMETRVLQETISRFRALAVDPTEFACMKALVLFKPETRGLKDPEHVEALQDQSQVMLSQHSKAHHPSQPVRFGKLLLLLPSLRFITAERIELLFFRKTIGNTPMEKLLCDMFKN
NR2E3 ag-2 = agonists of human nuclear receptor NR2E3 | GST-NR2E3/biotin-RetCOR TR-FRET, 1536-well | inhibition of corepressor binding, % at 4.78 µM | 320,000 compounds, 0.12% hits | AID 2300;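 active = percent inhibition above the cutoff of mean plus 3 SD of all tested compounds, set per screening campaign, cut at about 20% in these data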;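 note: 0% = DMSO wells and 100% = biotin wells as full block of FRET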
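Assay system: NR2E3–RetCOR corepressor complex. Quantity: 1.35 nM GST-NR2E3. Buffer or medium: pH 7.5 Tris-based buffer. Reagent: biotinylated RetCOR corepressor at 7 nM final. Schedule: 5 h at 4 °C. Detection: TR-FRET, emission read at 617 and 671 nm. Replicates: one well per compound, singlicate testing.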
KKLEB tox = CF airway cell cytotoxicity counter-screen. KKLEB CF airway cells viability, ATPlite luminescence, overnight; hits give low values; cells stimulated with P. aeruginosa culture filtrate. 360,000 compounds, 0.36% hits. activity change (cytotoxicity), % at 5 µM. AID 602141;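 active = corrected activity change at or below -50% at 5 µM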
Peg3 promoter = Peg3 promoter activity inhibition. inhibition, % at 20 µM. AID 588405. HeLa PEG-Prom luciferase reporter, luminescence, overnight. 360,000 compounds, 1.7% hits;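 active = inhibition of at least 50% at 20 µM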
LMP1 NFkB inh = inhibitors of Epstein-Barr LMP1-induced NF-kappaB reporter. LMP1-induced NF-kappaB luciferase reporter cells, luminescence. 350,000 compounds, 0.69% hits. AID 504558. inhibition, % at 12.5 µM; in the data active = inhibition above about 41%;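 note: 0% = neutral control wells and 100% = reference inhibitor control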
TRAIL sens C8 = caspase-8 TRAIL sensitization. NB7+C8 cells + TRAIL, ATPlite viability luminescence. inhibition (viability loss, TRAIL sensitization), % at 10 µM. 360,000 compounds, 1% hits. AID 624354;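 active = compounds causing at least 50% loss of cell viability in the single-dose screen, relative to plate controls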
CF NFkB inh = blocks PAF-induced NF-kB reporter in cystic fibrosis cells; inhibition, % at 5 µM; KKLEB NF-kB-GFP reporter, GFP fluorescence overnight; AID 588850; 360,000 compounds, 0.86% hits;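 active = at least 50% inhibition at 5 µM, scaled per plate between neutral and stimulator controls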;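 note: PAF is a Pseudomonas aeruginosa culture filtrate used as stimulus; plate controls were PAF-stimulated DMSO wells for no effect and unstimulated DMSO wells for full effect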
HIF-2a block = inhibitors of HIF-2a; 786-0 RCC cells HIF-2a reporter, luciferase luminescence, overnight; inhibition, % at 18.8 µM; 360,000 compounds, 0.72% hits;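 active = inhibition of the luminescence signal of 40% or more relative to plate controls, in a single-dose primary screen at 18.75 µM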
iPSC survival up = hiPSC single-cell survival enhancement; ATPlite luminescence; 100% = ROCK inhibitor wells, 0% = DMSO; survival enhancement, % at 20 µM; 360,000 compounds, 0.044% hits; in the data active = survival enhancement above about 18%;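 note: cells exposed to compounds for 16 hours before the ATP read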
TRPM1 prom inh = inhibitors of MITF-driven TRPM1 promoter in melanoma cells | SK-MEL-5 TRPM1 promoter luciferase, 24 h | inhibition, % at 12.5 µM | 330,000 compounds, 0.83% hits | AID 488899;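 active = mean inhibition across replicates of 60% or more, whatever share of single replicates reaches that level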; note: values of inactives mirror those of a sister screen read the other way
Shn3 3UTR inh = Schnurri-3 reporter inhibition in Clone20 osteoblasts; Clone20 osteoblast Shn3 3'UTR firefly luciferase, 24 h; inhibition, % at 12.5 µM; 360,000 compounds, 0.52% hits; AID 588674;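 active = mean inhibition of at least 75% with every replicate also reaching 75%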;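 note: 0% = median of neutral control wells and 100% = pilot-screen positive control compound; some compounds past the cut are filed as inactive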
* marks the source's active call; other numbers are inactive results; . = no result given. Some of the compounds tested (hit frequency here may not be typical).

SMILES	NR2E3 ag-1	NR2E3 ag-2	KKLEB tox	Peg3 promoter	LMP1 NFkB inh	TRAIL sens C8	CF NFkB inh	HIF-2a block	iPSC survival up	TRPM1 prom inh	Shn3 3UTR inh
CCc1nnc(NS(=O)(=O)c2ccc(N/C=C\C(=O)c3ccc(F)cc3)cc2)s1	-37	1	4	-7	-3	0	-6	10	2.1	-11	-7
COc1ccc(Nc2oc(-c3ccc(F)cc3)nc2C#N)cc1	-114	3	-10	-118	.	20	-2	-211	0.5	.	-55
CC(=O)COc1cccc2ccc(/C=C/c3ccc(Br)s3)nc12	14	1	2	-19	-5	11	-6	-42	1.8	0	14
COc1ccc(CCC(=O)Nc2ccc(OC)c(S(=O)(=O)N3CCCCC3)c2)cc1	14	2	-9	6	12	-7	6	-5	0.1	5	19
O=C(c1cccc(S(=O)(=O)NCc2ccccc2)c1)N1CCN(c2ccc(F)cc2)CC1	6	1	-7	16	7	6	3	8	1.5	3	8
Cc1cc(C(=O)OCC(=O)NC2CCS(=O)(=O)C2)c2ccccc2n1 (stereo not given)	-13	0	2	6	2	-14	-6	19	-0.5	-3	-7
COc1ccc(Br)cc1/C=C/C(=O)NC(=S)Nc1ccc(CN2CCOCC2)cc1	-24	2	-2	-8	6	18	6	8	-0.4	21	39
CCOc1ccc(C(C)NC(=O)Cc2ccccc2F)cc1OCC (stereo not given)	-27	-2	13	4	3	-6	-11	14	0.0	-2	-9
COc1cccc(Oc2ccc(OC)cc2C(=O)O)c1	5	0	1	-7	3	4	-3	13	0.3	6	1
COc1ccc(C2=NC(=O)NC2c2ccc(OC)cc2)cc1 (stereo not given)	-22	1	-3	-8	3	-10	2	12	0.4	-5	11
Cc1ccc(OCCNCC(O)COc2ccccc2)cc1 (stereo not given)	-14	-1	0	-2	2	0	4	-5	-0.6	.	-3
CCSc1ccccc1C(=O)Nc1cc(OC)c(OC)c(OC)c1	-7	0	10	18	1	1	-10	10	1.6	5	7
Cc1occc1C(=O)N/N=C/c1ccc2c(c1)OCO2	-110	3	-11	-95	18	35	-16	-128	-0.7	-9	-38
CC(C)CC(=O)Nc1cc2c3c(c1)C(C)C(=O)N3CCC2 (stereo not given)	3	2	-29	5	5	-2	0	-6	-0.6	3	0
COC(=O)C1(NC(=O)CNC(=O)OCc2ccccc2)CCCC1	2	.	9	0	-1	-7	6	-1	5.9	-5	3
CCOc1cc(-c2nc3cc(C)ccn3c2NCC2CCCO2)ccc1O (stereo not given)	0	-1	2	-4	-3	0	6	1	-0.5	-7	1
O=[N+]([O-])c1ccccc1Sc1nccn1Cc1ccccc1	-29	1	-3	19	0	-1	2	8	-0.7	-2	-5
COc1ccc(OC)c2c(C)cc(NCCN3CCOCC3)nc12	-29	-5	5	4	1	1	-4	-4	2.9	6	12
CCN(C(=O)Cn1nc(C)c([N+](=O)[O-])c1C)c1c(N)n(Cc2ccccc2)c(=O)[nH]c1=O	-2	0	9	5	-1	-17	9	6	-0.3	-10	6
CCN1C(=O)c2cccc3c(NC(=O)c4ccc(S(=O)(=O)N5CCOCC5)cc4)ccc1c23	-14	-6	13	0	1	17	-46	-2	-0.1	22	6
COC(=O)c1cc2c(s1)-c1cc(F)ccc1OC2	26	-3	4	-45	-8	-3	-24	-62	-0.3	7	-6
COC(OC)C1(C)C(C#N)=C(N)Oc2c1c(=O)oc1ccccc21 (stereo not given)	15	-1	3	0	-4	-17	14	15	0.2	2	14
CCC(C)c1ccc2oc(-c3ccc(NC(=O)c4ncn[nH]4)cc3)nc2c1 (stereo not given)	-9	1	28	-57	-45	-3	-14	-24	-2.4	11	-10
COc1ccccc1CNC(=O)Nc1nc(C(N)C(C)C)cs1 (stereo not given)	7	.	-13	-8	.	-22	-20	16	-0.7	.	-1
CCOC(=O)c1sc(NC(=O)CNCc2ccccn2)c(C(=O)OCC)c1C	20	1	-8	24	44*	15	-9	11	1.3	17	48
O=C(NCC12CC3CC(CC(C3)C1)C2)c1cc2n(n1)C(C(F)(F)F)CC(c1ccco1)N2 (stereo not given)	-12	3	-2	16	-9	3	20	14	0.6	20	-7
CCOC(=O)N1CCN(C(=O)CSCC(=O)Nc2nc(-c3ccc(OC)cc3)cs2)CC1	-9	0	-21	-54	5	0	3	-91	2.2	-5	-7
CC(C)(C)NC(=O)/C=C/c1cccs1	-12	2	10	3	-4	-8	-1	-33	0.4	-2	-7
O=C(O)CCNC(=O)OCC1c2ccccc2-c2ccccc21	0	-4	1	32	0	2	-12	17	-0.7	14	-5
Cc1ccc(NC(=O)CCCc2nc3ccccc3c(=O)[nH]2)c(Cl)c1	-7	0	-15	2	6	4	13	13	-0.4	8	13
NNC(=O)c1ccc(Cn2cc(Cl)cn2)o1	1	-1	11	11	11	-8	-4	19	-0.7	3	28
CCOc1cccc(N2CCN(CCNC(=O)Nc3ccc(C)cc3)CC2)c1C	-5	5	-14	14	8	5	24	11	-0.6	6	18
Cc1nc2cc(C(=O)OCC(=O)NC34CC5CC(CC(C5)C3)C4)ccc2n1-c1ccccc1	-27	-1	1	-9	-7	6	-7	-5	-0.2	-4	-3
Cc1ccc(S(=O)(=O)N2CCC(C(=O)OCC(=O)N(Cc3ccccc3)C(C)C)CC2)cc1C	-22	.	12	1	5	4	-7	5	3.5	.	-21
CCN(CC)S(=O)(=O)c1cccc(C(=O)/C=C2/N(C)c3ccccc3C2(C)C)c1	-16	-1	-8	24	6	6	10	-15	-0.5	7	64
CCOc1ccc(CCNC(=O)COC(=O)c2n[nH]c3ccccc23)cc1OCC	-8	.	-1	7	-2	-2	-2	14	-1.4	.	1
N#Cc1c(-c2ccccc2)c(-c2ccccc2)nn(CC(=O)NNC(=O)Nc2ccc(Cl)cc2)c1=O	-7	3	1	22	-4	5	5	24	-0.7	10	2
CCOC(=O)CN1C(=O)N[C@@H](c2ccc(Br)cc2)C(C(=O)OC)=C1C	-6	-6	6	12	-5	6	4	13	0.5	-5	-4
CCSc1nnc(NC(=O)c2ccccn2)s1	-55	-1	-3	-39	20	30	-1	-28	-3.3	-11	-8
O=S(=O)(c1cccs1)N1CCN(CC(O)COc2cc(Cl)ccc2Cl)CC1 (stereo not given)	89*	-2	-9	30	24	7	7	17	-3.0	2	80
Cc1cccc(C(=O)NC(=S)Nc2ccc3[nH]c(=O)[nH]c3c2)c1	-8	5	-10	-7	9	-6	4	-11	-1.3	11	3
O=c1c2c(nc3nc(NCc4cccc(Cl)c4)[nH]n13)CCC2	-25	4	0	-4	-1	25	6	13	0.4	0	6
O=C(Nc1cccc(-c2nn[nH]n2)c1)c1csc2c1CCCC2	-13	1	-14	-8	3	-21	-12	-7	2.2	0	-51
Cn1ncc2c(NNC(=O)Cc3ccccc3)ncnc21	-7	-7	10	17	-4	17	-8	12	4.3	-11	-10
COc1ccc2[nH]cc(C(=O)CN(C)CCc3ccc(OC)c(OC)c3)c2c1	-45	-1	3	19	6	2	-29	16	-3.5	11	2
CCOc1cc(C(=O)OCC(=O)NCc2ccco2)cc(OCC)c1OCC	-35	2	-2	6	-1	3	5	-2	0.1	4	13
CC(NC(=O)c1ccccc1)C(=O)N/N=C/c1ccc(O)cc1 (stereo not given)	-28	-3	7	11	2	-8	-6	3	2.4	-1	19
C=CCNC(=O)c1cc(Cl)cc(Cl)c1	6	4	2	7	4	1	8	11	-1.3	-5	-14
Cc1cccc(NC(=O)/C=C/c2ccc(Cl)cc2)n1	-126	1	-15	-273	-7	69*	7	-235	-2.6	-85	-58
O=C1NC(c2ccccc2)=NC1(NS(=O)(=O)c1ccccc1)C(F)(F)F (stereo not given)	-15	3	-3	3	4	-12	2	4	-1.9	0	5
The listing continues:
SMILES	NR2E3 ag-1	NR2E3 ag-2	KKLEB tox	Peg3 promoter	LMP1 NFkB inh	TRAIL sens C8	CF NFkB inh	HIF-2a block	iPSC survival up	TRPM1 prom inh	Shn3 3UTR inh
O=C(NCC(c1cccnc1)N1CCN(c2ccccc2F)CC1)c1ccco1 (stereo not given)	-5	1	18	3	7	2	-7	-1	1.4	-3	12
COc1ccc(CSc2nncn2C)cc1[N+](=O)[O-]	-6	-1	11	12	6	-3	-2	-5	0.7	1	11
N#C/C(=C\c1cccnc1)C(=O)Nc1ccccc1[N+](=O)[O-]	-26	3	12	5	-3	-3	-30	11	-0.4	26	-4
CCCS(=O)(=O)N1CCN=C1SCc1cccc(C)c1	-51	-2	16	11	7	2	2	13	0.9	7	8
O=C(NCCS(=O)(=O)N1CCN(c2ccccc2)CC1)C1CC1	19	-2	-1	-2	3	-1	12	17	-0.3	-9	11
O=C(O)C(Cc1ccccc1)N1C(=O)/C(=C/c2ccccc2)SC1=S (stereo not given)	6	-2	-1	5	-20	-9	19	17	-0.1	1	-15
COc1cc(NC(=O)CNC(=O)Cn2c(C)cc3ccccc3c2=O)cc(OC)c1OC	-36	3	-9	11	7	3	-1	11	0.0	0	6
Cc1ccc(C)c(NC(=S)c2ccc3ccccc3n2)c1	-89	-2	-16	-182	-47	9	16	-203	-0.9	-41	-132
O=C(COC(=O)c1cncc(Br)c1)NCc1cccs1	-3	.	8	8	-1	-2	9	11	-0.4	2	-16
O=C(COc1cc2oc(=O)c3c(c2cc1Cl)CCCC3)NCc1cccnc1	-16	0	10	-4	-5	-2	-24	-13	-0.1	0	8
Cc1nc(N)nc(Nc2ccc(Cl)cc2)c1Br	11	-2	-12	-27	-8	-5	9	-106	-1.3	-4	8
CCN(C(=O)c1ccc(Cl)c([N+](=O)[O-])c1)c1ccccc1	19	1	0	-3	8	-10	10	10	-0.4	-6	67
O=C(CCCCCNC(=S)Nc1ccc(Cl)cc1)C[N+](=O)[O-]	-20	6	8	-12	-3	-2	11	-16	-1.4	-2	-8
CCOC(=O)c1c(C)[nH]c(C(=O)COC(=O)C(C)N2C(=O)C3CCCCC3C2=O)c1C (stereo not given)	-2	0	14	0	-5	-8	-35	9	5.7	-2	9
c1ccc(-n2nnnc2-c2cccnc2)cc1	-14	-3	-7	-1	0	2	7	1	-0.4	-4	2

Filtered by structure: those above containing an aryl thioether with sulfur outside any ring.
SMILES	NR2E3 ag-1	NR2E3 ag-2	KKLEB tox	Peg3 promoter	LMP1 NFkB inh	TRAIL sens C8	CF NFkB inh	HIF-2a block	iPSC survival up	TRPM1 prom inh	Shn3 3UTR inh
CCSc1ccccc1C(=O)Nc1cc(OC)c(OC)c(OC)c1	-7	0	10	18	1	1	-10	10	1.6	5	7
O=[N+]([O-])c1ccccc1Sc1nccn1Cc1ccccc1	-29	1	-3	19	0	-1	2	8	-0.7	-2	-5
CCSc1nnc(NC(=O)c2ccccn2)s1	-55	-1	-3	-39	20	30	-1	-28	-3.3	-11	-8
COc1ccc(CSc2nncn2C)cc1[N+](=O)[O-]	-6	-1	11	12	6	-3	-2	-5	0.7	1	11

From PubChem BioAssay
